# A3A deaminase: inhibitors of human APOBEC3A DNA deaminase; P31941; recombinant A3A, FAM/TAMRA ssDNA deamination fluorescence; inhibition, % at 20 µM; hit rate 0.41% among 330,000; AID 493011;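 active = at least 40% inhibition at 20 µM here, with at most 30% in a related deaminase screen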;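 note: plate controls were A3A with DMSO for no effect and wells lacking A3A enzyme for full effect; some results filed as inactive read as strong as hits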
# Target sequence (P31941 whole entry, looked up): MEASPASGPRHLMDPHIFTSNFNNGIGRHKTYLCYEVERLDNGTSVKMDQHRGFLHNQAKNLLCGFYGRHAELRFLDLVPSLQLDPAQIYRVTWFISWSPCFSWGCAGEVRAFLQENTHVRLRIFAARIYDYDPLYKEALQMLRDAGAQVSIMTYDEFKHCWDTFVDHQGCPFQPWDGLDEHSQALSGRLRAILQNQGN
# PfGluPho inh: PfG6PD (Plasmodium falciparum) enzyme inhibition | PfGluPho enzyme, NADPH resazurin-diaphorase fluorescence | inhibition, % at 20 µM | hit rate 0.78% among 350,000 | AID 504690;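 active = inhibition reaching at least a set limit at 20 µM in the primary screen, cut at about 59% in these data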;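 note: 0% = DMSO wells with substrate and 100% = DMSO wells lacking glucose-6-phosphate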
# ATG4B inhibitor: ATG4B (human) cysteine protease inhibition; Q9Y4P1; ATG4B cleavage of LC3-PLA2, NBD-HPC fluorescence, 1 h; inhibition, % at 8.33 µM; hit rate 0.51% among 340,000; AID 504462; in the data active = inhibition above about 40%
# hIAP block: blocks human intestinal alkaline phosphatase; P09923; purified IAP, CDP-Star luminescence, 30 min; inhibition, % at 10 µM; hit rate 0.12% among 330,000; AID 2544;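 active = inhibition reaching a set limit with compound at 10 µM in the primary screen, cut at about 35% in these data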;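 note: plate controls were DMSO wells with enzyme for no effect and no-enzyme buffer wells for full effect; values of inactives mirror those of a sister screen read the other way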
# Target sequence (P09923 whole entry, looked up): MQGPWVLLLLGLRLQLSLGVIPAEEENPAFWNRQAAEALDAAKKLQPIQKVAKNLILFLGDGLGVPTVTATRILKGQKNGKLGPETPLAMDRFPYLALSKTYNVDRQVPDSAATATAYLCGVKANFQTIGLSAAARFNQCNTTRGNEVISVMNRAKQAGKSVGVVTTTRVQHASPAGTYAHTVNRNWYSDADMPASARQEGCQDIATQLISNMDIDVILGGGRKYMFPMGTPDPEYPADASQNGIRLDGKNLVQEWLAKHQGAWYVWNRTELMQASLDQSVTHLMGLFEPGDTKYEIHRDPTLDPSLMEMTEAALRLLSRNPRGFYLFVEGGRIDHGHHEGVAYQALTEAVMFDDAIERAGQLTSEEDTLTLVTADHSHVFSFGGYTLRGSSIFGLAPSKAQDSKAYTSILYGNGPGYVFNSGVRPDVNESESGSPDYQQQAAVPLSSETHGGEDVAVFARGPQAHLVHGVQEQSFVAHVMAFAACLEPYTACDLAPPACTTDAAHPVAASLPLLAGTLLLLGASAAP
# mIAP act: mouse IAP activation; muIAP, CDP-Star luminescence, 30 min; stronger effect = higher value; 1 = vehicle-only enzyme signal, 0 = enzyme-free wells; hit rate 0.24% among 330,000; activation factor at 10 µM;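 active = activation factor of at least 2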; note: the source names both 10 and 20 µM as test concentration; values of inactives mirror those of a sister screen read the other way
#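 also added = chemiluminescent substrate CDP-Star | test system = mouse IAP enzyme | signal = chemiluminescence readout | compound = DMSO-dissolved test compounds | incubation = 30 min at room temperature | benchmarks = DMSO wells, no-enzyme wells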
# mIAP inh: blocks mouse intestinal alkaline phosphatase; hit rate 0.2% among 330,000; inhibition, % at 10 µM; purified mouse IAP, CDP-Star luminescence, 30 min;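 active = inhibition of at least 40% at 10 µM in the primary screen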;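 note: plate controls were DMSO with enzyme for no effect and no enzyme wells for full effect; values of inactives mirror those of a sister screen read the other way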
# hIAP act: increases human intestinal alkaline phosphatase activity | activation factor at 10 µM | P09923 | purified human IAP, CDP-Star luminescence, 30 min; stronger effect = higher value; 1 = vehicle-only enzyme, 0 = enzyme-free background | hit rate 0.16% among 330,000;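 active = activation factor of the enzyme at least 2-fold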; note: the source names both 10 and 20 µM as test concentration; values of inactives mirror those of a sister screen read the other way
# HKDC1 inhibitor: blocks human hexokinase HKDC1 activity; Q2TB90; recombinant HKDC1, G6PDH/diaphorase resazurin coupled fluorescence; inhibition, % at 20 µM; hit rate 0.16% among 340,000; AID 493160;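 active = inhibition above about 35% when tested at 20 µM, limit read from the data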;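 note: plate controls were DMSO wells with enzyme for no effect and DMSO wells lacking enzyme for full effect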
#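 Material – in-house recombinant HK5 (HKDC1) enzyme · Quantity – HKDC1 at 5 µg/mL · Buffer or medium – pH 8.0 Tris buffer with 10 mM MgCl2 · Reagent – glucose with 1 mM ATP · Dosing – single 20 µM dose · Times – reaction time 90 min, room temperature, protected from light · Technique – resorufin fluorescence at 613 nm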
# Starred values were filed as active, the others as inactive.
A3A deaminase	PfGluPho inh	ATG4B inhibitor	hIAP block	mIAP act	mIAP inh	hIAP act	HKDC1 inhibitor	SMILES
-3.2	15.7	-7.4	-2.3	1.06	-6.0	1.02	-2.8	CCC(C)NS(=O)(=O)c1ccc(NC(=O)C2CCN(C(=O)c3ccco3)CC2)cc1 (stereo not given)
-2.4	-8.2	-7.1	-0.5	0.976	2.4	1	-0.9	N#CC(c1nc2ccccc2nc1N1CCOCC1)S(=O)(=O)c1ccccc1 (stereo not given)
1.7	-12.8	-4.1	0.7	0.983	1.7	0.993	-8.2	CN1CCN(c2ccc(S(=O)(=O)Nc3ccccc3)cc2[N+](=O)[O-])CC1
-1.8	24.2	-4.7	5.4	1.09	-8.8	0.946	3.1	Cn1c2ccccc2c(=O)c2cc(C#Cc3ccccn3)ccc21
-2.7	-2.0	4.8	-12.8	1.03	-3.3	1.13	-4.2	COCC(C)n1c(C)cc(C(=O)CSc2ccc(NC(C)=O)cc2)c1C (stereo not given)
-1.4	-9.9	-1.8	-7.7	1.04	-3.8	1.08	0.0	CCCC1(c2ccccc2)NC(=O)N(CC(=O)Nc2sc(-c3ccccc3)cc2C(=O)OCC)C1=O (stereo not given)
-1.8	5.8	-4.7	11.1	0.989	1.1	0.889	-0.1	CC(C)c1ccc(NS(=O)(=O)c2ccc(N3C(=O)CCC3=O)cc2)cc1
-1.5	1.6	4.2	-0.8	0.915	8.5	1.01	2.5	Cc1cc(C(=O)Cn2nc(C(=O)O)c3ccccc3c2=O)c(C)n1CCc1ccc(Cl)cc1
2.7	-16.0	-14.4	-10.6	0.908	9.2	1.11	-1.4	Cc1sc(NC(=O)CSc2nnc(-c3ccccc3)o2)c(C#N)c1C
2.6	16.1	-4.6	6.4	0.996	0.4	0.936	-3.6	Cc1ccnc(NC(=O)CCCNC(=O)c2ccc(Cl)cc2)c1
-4.4	5.1	-0.3	-9.8	1.03	-2.9	1.1	-4.0	CC[C@@]1(C(=O)OC)N[C@H](CN(C)C(=O)COC)[C@@H]2C(=O)N(C)C(=O)[C@@H]21
-0.2	-4.7	0.0	5.2	0.886	11.4	0.948	3.8	Cc1cccc(C(=O)OCC(=O)NNC(=O)c2cccs2)c1O
-6.4	3.5	1.9	-0.6	0.964	3.6	1.01	-5.0	CC(C)CNC(=O)C1CCN(CC2CCCCC2)CC1
-7.7	-2.0	-3.0	-19.0	0.993	0.7	1.19	-3.3	c1ccc(-n2nnnc2NCCCN2CCOCC2)cc1
-1.9	-9.4	-7.4	-1.9	0.979	2.1	1.02	0.2	CCOc1ccc(CCNC(=O)COC(=O)CNS(=O)(=O)c2ccc(NC(C)=O)cc2)cc1OCC
-5.3	1.9	-3.9	9.1	0.962	3.8	0.909	-1.2	CCCc1c(C(=O)O)cnn1-c1ccc(Cl)cc1

# Compounds above that contain a carbonyl joined to an NH by a bond outside any ring:
A3A deaminase	PfGluPho inh	ATG4B inhibitor	hIAP block	mIAP act	mIAP inh	hIAP act	HKDC1 inhibitor	SMILES
-3.2	15.7	-7.4	-2.3	1.06	-6.0	1.02	-2.8	CCC(C)NS(=O)(=O)c1ccc(NC(=O)C2CCN(C(=O)c3ccco3)CC2)cc1 (stereo not given)
-2.7	-2.0	4.8	-12.8	1.03	-3.3	1.13	-4.2	COCC(C)n1c(C)cc(C(=O)CSc2ccc(NC(C)=O)cc2)c1C (stereo not given)
-1.4	-9.9	-1.8	-7.7	1.04	-3.8	1.08	0.0	CCCC1(c2ccccc2)NC(=O)N(CC(=O)Nc2sc(-c3ccccc3)cc2C(=O)OCC)C1=O (stereo not given)
2.7	-16.0	-14.4	-10.6	0.908	9.2	1.11	-1.4	Cc1sc(NC(=O)CSc2nnc(-c3ccccc3)o2)c(C#N)c1C
2.6	16.1	-4.6	6.4	0.996	0.4	0.936	-3.6	Cc1ccnc(NC(=O)CCCNC(=O)c2ccc(Cl)cc2)c1
-0.2	-4.7	0.0	5.2	0.886	11.4	0.948	3.8	Cc1cccc(C(=O)OCC(=O)NNC(=O)c2cccs2)c1O
-6.4	3.5	1.9	-0.6	0.964	3.6	1.01	-5.0	CC(C)CNC(=O)C1CCN(CC2CCCCC2)CC1
-1.9	-9.4	-7.4	-1.9	0.979	2.1	1.02	0.2	CCOc1ccc(CCNC(=O)COC(=O)CNS(=O)(=O)c2ccc(NC(C)=O)cc2)cc1OCC

# Other compounds:
A3A deaminase	PfGluPho inh	ATG4B inhibitor	hIAP block	mIAP act	mIAP inh	hIAP act	HKDC1 inhibitor	SMILES
-3.2	3.8	-6.5	1.5	0.976	2.4	0.985	-5.9	COc1ccc(-c2csc(Nc3ncccn3)n2)cc1C
6.7	-5.8	-4.1	-8.2	0.941	5.9	1.08	5.6	CCOc1ccc(Oc2ccccc2NC(=O)CN2C(=O)NC3(CCCC3)C2=O)cc1
3.0	-4.3	10.4	-3.6	1.06	-6.5	1.04	-5.4	O=C(NCCc1ccccc1)C(=O)Nc1ccc([N+](=O)[O-])cc1
2.2	3.8	-1.0	4.5	0.835	16.5	0.955	1.3	COc1cc(OC)cc(C(=O)NC(=S)Nc2nnn(C)n2)c1
0.7	2.8	-5.7	-8.8	1.02	-2.0	1.09	4.5	COc1cccc(N2CCN(C(=O)c3cc4ccc(OC)cc4[nH]3)CC2)c1
-3.0	-5.8	12.9	22.2	1.03	-3.4	0.778	0.6	Cc1ccc(NC(=O)C2C3/C=C\CCCCC32)cc1C (stereo not given)
-3.2	7.8	5.7	6.8	0.943	5.7	0.932	13.5	O=C1/C(=C\c2cccnc2)CCc2ccccc21
-1.1	2.4	-4.2	-26.1	0.94	6.0	1.26	-5.3	CC(=O)c1nn(-c2ccc(Cl)cc2)cc1C(=O)c1ccc(C)cc1
-1.0	-16.1	4.1	-3.6	0.955	4.4	1.04	-14.2	CCOC(=O)C(NC(C)=O)C(=O)Nc1ccc(C(C)(C)C)cc1 (stereo not given)
-0.5	0.1	-7.3	-0.4	0.874	12.6	1	-14.7	O=[N+]([O-])c1ccc(C2(O)CN(c3ccccc3)C3=[N+]2CCS3)cc1 (stereo not given)
6.9	9.3	-10.9	-10.6	0.963	3.7	1.11	-2.1	COc1ccc2cc3cc(C(=O)NCc4cccs4)oc3nc2c1
-0.5	-9.0	1.4	2.0	0.983	1.7	0.98	4.1	CC(C)C(C(=O)Nc1ccc2c(c1)OCO2)N1C(=O)c2ccccc2C1=O (stereo not given)
12.5	16.1	3.7	-0.4	0.909	9.1	1	-2.7	Brc1ccc(-c2nn3c(-c4ccccn4)nnc3s2)o1
-9.0	-12.8	-17.6	7.9	1.11	-11.0	0.921	-4.8	Cc1ccc(Cn2c(C)c3cnn(CC(=O)NC4CCCC4)c(=O)c3c2C)cc1
8.5	-0.7	-13.3	-0.6	1.03	-2.8	1.01	-7.4	CC(C)c1onc(C(=O)NCCc2ccccc2)c1[N+](=O)[O-]
-7.1	-7.1	-14.5	-22.9	0.954	4.6	1.23	-0.7	COc1cccc(NC(=O)c2cc(C(=O)Nc3cccc(OC)c3)n(C)n2)c1
-4.5	-5.0	2.0	-14.1	1.09	-8.6	1.14	-6.6	CC1=C(C(=O)N2CCOCC2)C(c2cccc(C)c2)NC(=S)N1 (stereo not given)
2.6	7.4	-5.5	11.3	1.04	-4.1	0.887	-0.1	COc1ccc(C(C#N)Nc2ccc(C)cc2)cc1 (stereo not given)
-3.5	5.9	-3.4	9.4	0.948	5.2	0.906	-1.0	O=C(NCCS(=O)(=O)c1ccc(Br)cc1)c1ccc(Cl)cc1
-1.5	-3.8	3.4	34.5	1.11	-10.8	0.655	5.0	O=C(Nc1cccc2ccccc12)NC1Cc2ccccc2C1
0.1	15.4	-5.1	-5.6	1.22	-22.2	1.06	-2.2	Cc1cc(NC(=O)Nc2ccc(Cl)cc2)no1
-0.1	-2.0	-3.3	20.3	0.983	1.7	0.797	-5.3	CCOC(=O)CCC(=O)N1CCOCCOCCN(C(=O)CCC(=O)OCC)CCOCCOCC1
0.3	7.0	0.2	5.2	1	-0.1	0.948	-8.1	COC(=O)c1ccc(N2CCOCC2)c(NC(=O)c2cccs2)c1
-1.4	-6.4	32.0	-3.0	0.988	1.2	1.03	-7.2	CC(=O)N1c2ccc([N+](=O)[O-])cc2NC(=O)CC1C (stereo not given)
-0.4	-17.0	-1.3	-9.8	1.13	-12.7	1.1	-8.7	CC(C)(C)CC(C)(C)NC(=O)c1ccccc1
-0.5	-7.6	0.6	-9.2	0.94	6.0	1.09	-6.0	O=C(NC1CCCCC1)C(c1ccccc1)N(C(=O)c1csnn1)C1CC1 (stereo not given)
-2.5	-2.5	3.3	-0.1	1.32	-31.8	1	-8.4	COc1cc(/C=N/NC(=O)c2cc(C)oc2C)ccc1OCc1ccccc1
-6.9	4.1	-5.7	14.5	1.03	-2.8	0.855	-3.9	Cc1cccc(N=C2NC(=O)C(CO)(CO)S2)c1
-1.0	-2.1	3.3	-31.4	1.03	-3.4	1.31	-2.1	Cc1cc(C)cc(C(=O)N(CCc2ccccc2)C2CC3CCC(C2)N3C)c1 (stereo not given)
-2.6	0.8	-9.1	-11.9	1.16	-16.0	1.12	-2.2	O=C(CC(C(=O)O)C1CCCO1)NCc1ccccc1 (stereo not given)
-6.0	-20.7	-3.6	2.1	1.04	-3.9	0.979	0.3	CC(CN1CCN(Cc2ccccc2)CC1)c1ccccc1 (stereo not given)
-3.9	8.0	-11.5	-0.4	0.954	4.6	1	-3.7	O=C(N/C(=C\c1ccco1)C(=O)N1CCCC1CO)c1ccccc1 (stereo not given)
-2.8	20.9	5.9	15.4	0.983	1.7	0.846	-8.0	COc1ccc(CN2CCN(Cc3ccc(C)cc3)CC2)c(OC)c1
-6.2	-17.6	4.0	1.6	1.01	-1.2	0.984	-4.6	CN(Cc1cc(=O)n2ccsc2n1)C1CCCCC1
-1.7	-7.4	-8.0	-3.9	1.16	-16.4	1.04	-5.6	O=C(CCSCCc1ccccn1)Nc1c(F)c(F)c(F)c(F)c1F
-1.9	-3.7	-1.9	5.6	0.954	4.6	0.944	-2.0	c1ccc2c(c1)ccc1nnnn12
-5.2	-3.6	-4.6	18.4	0.957	4.3	0.816	-5.5	CCOC(=O)CC(NC(=O)CCc1c(C)nc2ncnn2c1C)c1ccc(C)cc1 (stereo not given)
-1.4	-14.1	5.1	3.2	0.992	0.8	0.968	-2.2	COC(=O)c1cccc(N2C(=O)C3C4C=CC(CC4)C3C2=O)c1 (stereo not given)
-0.9	-18.2	-10.1	8.4	0.915	8.5	0.916	-1.1	Cc1ccccc1C(=O)NNC(=O)c1cc(S(=O)(=O)N2CCOCC2)ccc1C
0.2	7.8	5.9	7.2	1.06	-6.0	0.928	9.9	CC1CCCCC1NC(=O)CSc1nnc(COc2ccccc2Cl)o1 (stereo not given)
-1.5	-11.2	-1.4	12.8	0.966	3.4	0.872	0.4	O=C(NCCCN1CCOCC1)c1cccc(S(=O)(=O)N2CCc3ccccc3C2)c1
-1.3	34.5	-13.2	-8.2	1.03	-2.6	1.08	0.3	COc1cccc(-c2cn3nc4c(nc3n2)CCCC4)c1
0.3	24.9	16.4	29.3	0.92	8.0	0.707	-6.1	CCOC(=O)C1CCN(S(=O)(=O)C(F)(F)c2nc3ccccc3s2)CC1
1.8	4.3	0.3	7.2	0.986	1.4	0.928	-2.2	NS(=O)(=O)c1ccc2nc(-c3ccccc3)c(-c3ccccc3)nc2c1
